Screening results as filed in PubChem.
MLLE-PAM2 inh: inhibitors of microRNA-mediated deadenylation, human PABP1 MLLE binding; AID 588489; 360,000 compounds, 0.36% hits; P11940; inhibition, % at 20 µM; GST-MLLE / FITC-PAM2 fluorescence polarization; in the data active means inhibition above about 35%, passing the limit was not always enough;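 further: plate controls were DMSO wells with GST-MLLE for no effect and wells lacking GST-MLLE protein for full effect; some results filed as inactive read as strong as hits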
SKN-1 block: inhibitors of C. elegans SKN-1 | C. elegans VP596 Pgst-4::GFP/RFP ratio, acrylamide-induced, 24 h | inhibition, % at 21.8 µM | 360,000 compounds, 0.49% hits | AID 624304;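 active means interference check ratio from 0.5 to 1.5 plus GFP to RFP signal ratio inhibition reaching or exceeding a fixed threshold, cut at about 30% in these data, passing the limit was not always enough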; further: some compounds called inactive have numbers as strong as hits
NadD inh: blocks S. aureus nicotinate mononucleotide adenylyltransferase; inhibition, % at 20 µM; 360,000 compounds, 0.78% hits; AID 602399; purified NadD enzyme, colorimetric absorbance read-out; in the data active means inhibition above about 26%; further: some compounds past the cut are filed as inactive
MT1-MMP act inh: blocks activation of human MT1-MMP | 360,000 compounds, 0.061% hits | HT1080 RFP-PRO-GFP cells, GFP/RFP ratio fluorescence, overnight; percent of plate control window, DMSO zero | GFP/RFP ratio change, % at 20 µM | AID 651647 | P50281;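 active means GFP/RFP ratio change of at least 30% with cell ATP level not reduced by more than half and red fluorescence within 50% of control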; further: strong numbers were not always called active
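Compound: 20 µM single dose, 1% DMSO / System: HT1080 RFP-PRO-GFP cells / Controls: DMSO and RFP-L50D-GFP cell wells / Read-out basis: GFP/RFP fluorescence ratio / Schedule: overnight compound exposure at 37 °C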
CSN inh: blocks human CSN-mediated cullin deneddylation | Purified CSN, SCF-Nedd8-OG deneddylation, fluorescence polarization | inhibition, % at 12.5 µM | 360,000 compounds, 0.38% hits | AID 651999;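 active means pattern-corrected inhibition above about 35%, with an unprinted fluorescence ratio check between 0.5 and 1.5, limit read from the data, passing the limit was not always enough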;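 further: 0% = enzyme with substrate and 100% = substrate without enzyme; some results filed as inactive read as strong as hits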
Target sequence (Q92905 whole entry, looked up, one chain of several): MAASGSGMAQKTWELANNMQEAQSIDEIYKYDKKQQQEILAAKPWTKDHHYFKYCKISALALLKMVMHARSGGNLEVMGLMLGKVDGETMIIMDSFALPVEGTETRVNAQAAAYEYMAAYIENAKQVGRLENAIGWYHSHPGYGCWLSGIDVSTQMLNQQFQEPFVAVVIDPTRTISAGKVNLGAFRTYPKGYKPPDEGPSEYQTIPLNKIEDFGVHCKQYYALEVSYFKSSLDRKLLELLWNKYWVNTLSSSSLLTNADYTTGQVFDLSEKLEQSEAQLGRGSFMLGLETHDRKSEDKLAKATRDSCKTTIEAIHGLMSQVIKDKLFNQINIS
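Test system: Human Csn5 produced in HEK293T cells | Compound: 12.5 µM single point | Times: 90 min, room temperature | Signal: Fluorescence polarization readout | Read-out basis: % inhibition of substrate cleavage by Csn5 | Controls: no-enzyme wells high, enzyme-with-substrate wells low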
Neddyl block: blocks human cullin neddylation; 360,000 compounds, 0.58% hits; P61081+Q13564; calls only at 25 µM; AID 651699; TR-FRET cullin neddylation, biochemical; in the data active means inhibition above about 36%
FAS TE block: FAS thioesterase (human) inhibition; recombinant FAS-TE, OMFH fluorogenic substrate, fluorescence endpoint; inhibition, % at 15 µM; 360,000 compounds, 0.67% hits;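 active means compounds whose normalised, plate-corrected inhibition of enzyme fluorescence in the single-dose primary screen is 50% or more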;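 further: 0% = DMSO with enzyme and 100% = substrate without enzyme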
Rpn11 inh: Rpn11 (human) deubiquitinase inhibition | 360,000 compounds, 0.59% hits | human 26S proteasome, Ub4-pepOG fluorescence polarization; 20S core pre-blocked with epoxomicin | O00487 | calls only at 20 µM | AID 588493;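 active means inhibition at 20 µM, scaled to each plate's controls, above about 33%, limit read from the data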
Target sequence (O00487 whole entry, looked up): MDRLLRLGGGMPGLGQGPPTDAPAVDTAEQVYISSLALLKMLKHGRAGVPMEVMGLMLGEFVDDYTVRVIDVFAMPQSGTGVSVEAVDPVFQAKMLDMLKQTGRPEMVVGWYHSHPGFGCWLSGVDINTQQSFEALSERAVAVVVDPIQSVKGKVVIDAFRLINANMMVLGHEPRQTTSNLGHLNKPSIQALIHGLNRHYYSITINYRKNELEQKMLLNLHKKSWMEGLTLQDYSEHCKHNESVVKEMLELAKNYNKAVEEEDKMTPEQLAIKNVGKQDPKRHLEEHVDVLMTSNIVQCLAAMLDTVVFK
Rin1-Abl PPI inh: human Rin1-Abl interaction inhibition; P00519+Q13671; TR-FRET Rin1/Abl binding, biochemical; inhibition, % at 7.35 µM; 360,000 compounds, 0.4% hits; AID 588664; in the data active means inhibition above about 5%, passing the limit was not always enough
* marks the source's active call; other numbers are inactive results; i = inactive; x = no result given.

A first look:
SMILES	MLLE-PAM2 inh	SKN-1 block	NadD inh	MT1-MMP act inh	CSN inh	Neddyl block	FAS TE block	Rpn11 inh	Rin1-Abl PPI inh
O=S(=O)(Nc1ccc(-c2cn3c(n2)SCC3)cc1)c1cccs1	6	8	3	2	-1	i	1	i	-2
Cc1ccc(Nc2nc(CSc3nnc(-c4cccs4)o3)cs2)cc1	-65	35*	-3	2	0	i	17	i	0
CCN(CC)c1cnn(C/C(=N\OC)c2ccc(Cl)cc2)c(=O)c1Br	7	7	-1	-1	-2	i	10	i	-1

Results, repeating the preview:
SMILES	MLLE-PAM2 inh	SKN-1 block	NadD inh	MT1-MMP act inh	CSN inh	Neddyl block	FAS TE block	Rpn11 inh	Rin1-Abl PPI inh
O=S(=O)(Nc1ccc(-c2cn3c(n2)SCC3)cc1)c1cccs1	6	8	3	2	-1	i	1	i	-2
Cc1ccc(Nc2nc(CSc3nnc(-c4cccs4)o3)cs2)cc1	-65	35*	-3	2	0	i	17	i	0
CCN(CC)c1cnn(C/C(=N\OC)c2ccc(Cl)cc2)c(=O)c1Br	7	7	-1	-1	-2	i	10	i	-1
CCc1ccc([C@@H]2C[C@H]3[C@@H](CN2S(=O)(=O)c2ccc(C)cc2)C(=O)C[C@@H](c2cccc(Cl)c2)N3S(=O)(=O)c2ccc(C)cc2)cc1	-27	8	23	-6	0	i	13	i	2
O=C1c2cccc3cccc(c23)C(=O)N1Nc1ccccc1	-20	3	4	-6	2	i	3	i	-2
Cc1ccc(C(=O)N2CCSCC2)cc1	-10	6	-3	-1	4	i	-9	i	-3
CCOC(=O)CC1CCCCN1Cc1cn(C)nc1-c1ccc2c(c1)OCCO2 (configuration not stated)	-10	-6	-2	2	4	i	-6	i	2
COc1ccc(C(=O)N2CCNC(=O)C2CC(=O)Nc2cc(Cl)ccc2OC)cc1 (configuration not stated)	-7	9	-4	1	6	i	-3	i	0
O=C1C(Cl)=C(N2CCCCC2)C(=O)N1Cc1ccccc1	6	14	0	-1	-2	i	11	i	4
COc1ccccc1NC(=O)N1CCCC(c2nc3c(nnn3Cc3ccc(C)cc3)c(=O)[nH]2)C1 (configuration not stated)	-7	22	6	5	2	i	2	i	0
Cc1ccccc1NC(=O)Cc1nc(COC(=O)CNS(=O)(=O)c2cccc(Br)c2)cs1	-1	-4	-4	0	1	i	1	i	1
CCC(NC(=O)NC1=NCCS1)(C(F)(F)F)C(F)(F)F	-10	-8	4	-3	2	i	-6	i	1
CCN(CC)CCn1c2c(c(SCC(=O)Nc3cc(C)cc(C)c3)nc1=O)CCC2	16	-5	-4	1	1	i	-7	i	-4
COc1ccccc1CC(=O)Nc1cccc(C)n1	-4	-1	-3	3	-4	i	-4	i	2
Cc1cc(C)c2c(N)c(C(=O)Nc3ccccc3F)sc2n1	20	10	3	-2	-2	x	-1	i	-4
Cc1ccc(-c2nc3cc(C)c(Br)c(C)n3c2CC2CCCCC2)cc1	x	17	9	-2	2	i	14	x	x
COC(=O)[C@@]1(C)CC[C@]2(C)CC[C@@]3(C)C(=CC(=O)C4[C@@]5(C)CC[C@H](O)C(C)(C)[C@@H]5CC[C@]43C)[C@H]2C1 (some centres not stated)	-107	5	12	5	-4	i	-6	i	-3
CCN(CC)c1nc(C)c(C(=S)Nc2cc([N+](=O)[O-])ccc2Cl)s1	-88	2	4	-128	27	i	-38	x	-2
CC(=O)CCc1oc2ccc(C)cc2c1Cc1ccccc1	-19	3	-3	-4	6	i	21	i	-1
Cc1cc(C(=O)NC2CCCC(C)C2C)c2ccccc2n1 (configuration not stated)	-6	0	0	-3	1	i	-4	i	-1
COc1cc(COc2ccc(S(=O)(=O)N3CCOCC3)cc2[N+](=O)[O-])ccc1OC(F)F	3	-12	-2	3	-4	i	16	i	3
O=C(NCC(c1ccco1)N1CCCCC1)c1cc2c(s1)CCCC2 (configuration not stated)	-3	12	2	-2	5	i	6	i	0
O=C(NCC1CCCCC1)c1cc([N+](=O)[O-])ccc1Cl	-15	10	4	-4	4	i	51*	i	2
CN(Cc1ccccc1)C(=O)c1ccc(NC(=O)Cc2ccc(NC(=O)C3CCN(C(=O)c4ccccc4)CC3)cc2)cc1	16	6	12	-2	1	i	-1	i	5
COc1ccccc1NC1CCCCC1NS(=O)(=O)c1ccccc1 (configuration not stated)	0	11	3	-4	-2	i	4	i	-2

Taken from above (3 entries):
SMILES	MLLE-PAM2 inh	SKN-1 block	NadD inh	MT1-MMP act inh	CSN inh	Neddyl block	FAS TE block	Rpn11 inh	Rin1-Abl PPI inh
COc1ccccc1NC(=O)N1CCCC(c2nc3c(nnn3Cc3ccc(C)cc3)c(=O)[nH]2)C1 (configuration not stated)	-7	22	6	5	2	i	2	i	0
Cc1ccccc1NC(=O)Cc1nc(COC(=O)CNS(=O)(=O)c2cccc(Br)c2)cs1	-1	-4	-4	0	1	i	1	i	1
CCC(NC(=O)NC1=NCCS1)(C(F)(F)F)C(F)(F)F	-10	-8	4	-3	2	i	-6	i	1

Other results follow.
SMILES	MLLE-PAM2 inh	SKN-1 block	NadD inh	MT1-MMP act inh	CSN inh	Neddyl block	FAS TE block	Rpn11 inh	Rin1-Abl PPI inh
N#Cc1c(NC(=O)c2cccnc2)sc2c1CCC2	5	34	2	-15	-2	i	-5	i	-1
CC(OC(=O)CNC(=O)c1ccc(Cl)c([N+](=O)[O-])c1)C(=O)NC1CCCCC1C (configuration not stated)	-9	2	0	4	3	i	12	i	0
CCN(C(=O)c1cc(Cl)ccc1OC)C1CCCCC1	6	-11	-4	-4	4	i	0	i	-1
c1ccc(-c2nccc(-c3ccco3)n2)nc1	6	-2	-9	-4	5	i	-11	i	1
O=c1c2nnn(-c3ccc(Br)cc3)c2ncn1Cc1ccccn1	-6	5	-1	1	-10	i	5	i	-2
CC(C)(C)n1cnc2cc(NC(=O)c3ccco3)ccc21	-16	10	7	-1	-2	i	-4	i	1
CCCCN(C(=O)CN1C(=O)C2CCCCC2C1=O)c1c(N)n(CCC)c(=O)[nH]c1=O (configuration not stated)	-61	13	4	-1	-7	i	-9	i	-2
CC(=O)Nc1ccc(C(=O)OCC(=O)N(c2ccccc2)C2CCCCC2)cc1	-50	1	-2	-1	-9	i	7	i	0
COc1ccc(NC(=O)CSCC(=O)NCCc2ccccn2)cc1	12	-2	-1	4	5	i	-3	i	-3
COc1ccc(CNC(=O)COC(=O)c2cncc(Br)c2)cc1	-5	9	-3	-6	-6	i	-3	i	1
O=C(Cc1ccc(-n2c(=O)c3sccc3n(Cc3ccc(F)cc3)c2=O)cc1)NCc1ccco1	-15	21	5	2	2	i	6	i	-3
O=C(COc1ccccc1)Nc1ccc([N+](=O)[O-])cc1	1	-1	-3	-4	2	i	-1	i	3
CCOc1ccc(C(=O)NCCc2ccc3c(c2)OCCO3)cc1	11	4	5	4	-4	i	4	i	0
CCn1c(SCC(=O)NNC(=S)Nc2ccc(C)cc2)nnc1-c1ccc(Cl)cc1	29	8	8	4	-4	i	-4	i	1
COc1cc(NC(=S)Nc2cccc(C)n2)cc(OC)c1OC	21	-5	1	0	5	i	-6	i	-4
Cc1cc(C)c(S(=O)(=O)c2cc(F)ccc2C)c(Cl)n1	-2	8	-5	3	-4	i	6	i	-2
COC(=O)Cn1c2ccccc2c(=O)n1C(C)C	x	-8	-2	5	-6	x	-11	x	x
CCOc1ccc(C(=O)NCC(=O)OCC(=O)NC2CCCC2)cc1	6	4	2	8	-7	i	-3	i	5
O=C(c1ccoc1)N1CCC2(CCCN(Cc3ccc(F)c(F)c3)C2)C1 (configuration not stated)	-12	-4	-4	-11	0	i	2	i	-3
CN(C(=O)c1cc(S(=O)(=O)N2CCOCC2)cs1)c1ccccc1	4	-16	-4	0	-1	i	-2	i	-2
O=C(CCc1ccccc1)Nc1ccc(S(=O)(=O)N2CCOCC2)cc1	2	13	-3	1	-3	i	2	i	-4
OCCN(Cc1ccccc1)CC1CC=CCC1 (configuration not stated)	5	0	5	2	2	i	-3	i	3
C[C@H](CO)N1C[C@H](C)[C@@H](CN(C)Cc2ccc(-c3ccccc3)cc2)Oc2c(NS(=O)(=O)c3ccccc3)cccc2C1=O	2	3	-3	5	-6	i	11	i	14*
O=C(Cc1cccc(NC(=O)C2CCCN(C(=O)c3ccccc3)C2)c1)Nc1ccc(C(=O)N2CCOCC2)cc1 (configuration not stated)	8	15	9	1	-6	i	-8	i	0
O=C(NCc1ccc(F)cc1)c1cc2n(n1)C(C(F)(F)F)CC(C1CC1)N2 (configuration not stated)	-3	-7	-5	2	2	i	1	i	0

Other compounds:
SMILES	MLLE-PAM2 inh	SKN-1 block	NadD inh	MT1-MMP act inh	CSN inh	Neddyl block	FAS TE block	Rpn11 inh	Rin1-Abl PPI inh
Cc1csc(NC(=O)Cn2nc(C)c([N+](=O)[O-])c2C)n1	1	2	-7	4	12	i	-1	i	1
O=[N+]([O-])c1ccc(N/N=C/c2cccs2)nc1	-25	2	-3	-4	5	i	12	i	-1
COc1cccc(-n2c(C)nc3cc(C(=O)O)ccc32)c1	-5	4	-2	7	-4	i	-11	i	5
CCN(CC)c1ccc(/C=N/NC(=O)Cc2nnc(NC(=O)Nc3ccccc3)s2)cc1	-121	31	48*	-8	-1	i	7	i	0
Cc1ccc(Cl)cc1NCN1C(=O)c2ccccc2C1=O	-13	9	-2	2	4	i	25	i	0
COC(=O)c1nc2ccc(N3CCOCC3)cc2c(C)c1C(=O)OC	5	5	-6	-1	2	x	-5	i	-1
COc1ccc(NC(=O)CSc2ccccc2)c([N+](=O)[O-])c1	8	7	-11	0	3	i	2	i	-3
CC(C)c1ccc(C(=O)CC2(O)C(=O)N(CN3CCOCC3)c3ccccc32)cc1 (configuration not stated)	5	3	-7	3	-2	i	-7	i	-1
CCC(C)(C)NC(=O)C(c1cccc(OC)c1)N(C(=O)CNC(=O)c1cccs1)c1cccnc1 (configuration not stated)	-11	2	-3	0	-1	i	-2	i	2
Cc1ccc(OCCNC(=O)/C=C/c2ccco2)cc1C	-7	15	2	2	5	i	-1	i	-2
COc1ccccc1OCCCCCNCCO	-11	5	0	6	-2	i	-2	i	5
Cc1nn(C)cc1S(=O)(=O)Nc1ccc2c(c1)OCCO2	-3	4	0	-1	0	i	-4	i	3
Fc1cc2[nH]cnc2cc1Cl	-3	6	-2	4	3	i	-9	i	-1
CCC1(c2ccc(F)cc2)NC(=O)N(CC(=O)Nc2ccc(C(N)=O)cc2)C1=O (configuration not stated)	-14	-5	-1	-1	-2	i	-2	i	4
Nc1ccc(Oc2ccccc2-c2ccccc2)cc1	-11	19	0	0	0	i	26	i	3
C=CCN(C(=O)COC(=O)c1cc[n+]([O-])cc1)c1nc(-c2ccccc2)cs1	-2	-6	-6	3	-5	i	5	i	2
CCCCn1c(SCC(=O)NCc2ccco2)nc2c1c(=O)n(C)c(=O)n2C	2	-6	-3	1	-4	i	-2	i	1
COc1cc(OC)cc(C2=Cc3ccc(OC)cc3C(CC(C)=O)N2c2ccc(C#CC3(O)CCCCC3)cc2)c1 (configuration not stated)	x	10	24	-7	4	i	22	x	x
COc1cc(OC)cc(-c2c(C#Cc3ccsc3)c3cc(-c4ccc(OC)cc4F)ccc3n2C)c1	0	14	21	-8	10	i	22	i	2
CN(C)c1ccc(NC(=O)Nc2ccc3c(c2)c(=O)n(C)n3Cc2ccc(Cl)cc2)cc1	-19	-13	18	-4	-4	x	5	i	-1
CC(C)(C)n1ncc2c(=O)n(Cc3cc(F)c(Cl)cc3Cl)cnc21	5	-4	-4	2	-1	i	52*	i	2
Cc1ccc(S(=O)(=O)N2CCN(C(=O)COC(=O)c3ccccc3OC(F)F)CC2)c(C)c1	1	-7	-2	-1	-1	i	21	i	0
